Screens: PubChem, several laboratories
UHRF1 MBD2 ctr = UHRF1 methyl-DNA binding inhibition | Q96T88 | UHRF1 binding to methylated oligo, TR-FRET | inhibition, % at 4.4 µM | 370,000 tested, 0.75% active | AID 687016; in the data active means inhibition above about 21%;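 further: UHRF1 SRA domain binding a hemimethylated CpG hairpin DNA probe; 0% = median of test compound wells and 100% = reference inhibitor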
NR1D1 modulator = modulates human Rev-erb alpha binding to DNA. P20393. Rev-erbα–FITC-DNA binding, fluorescence polarization, 90 min. activity, % at 10 µM. 370,000 tested, 0.79% active. AID 1259318;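 active means activity above about 14%, limit read from the data; passing the limit was not always enough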;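 further: 0% = DMSO wells with 35 nM protein and 100% = DMSO wells with 750 nM protein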
Target sequence (P20393 whole entry, looked up): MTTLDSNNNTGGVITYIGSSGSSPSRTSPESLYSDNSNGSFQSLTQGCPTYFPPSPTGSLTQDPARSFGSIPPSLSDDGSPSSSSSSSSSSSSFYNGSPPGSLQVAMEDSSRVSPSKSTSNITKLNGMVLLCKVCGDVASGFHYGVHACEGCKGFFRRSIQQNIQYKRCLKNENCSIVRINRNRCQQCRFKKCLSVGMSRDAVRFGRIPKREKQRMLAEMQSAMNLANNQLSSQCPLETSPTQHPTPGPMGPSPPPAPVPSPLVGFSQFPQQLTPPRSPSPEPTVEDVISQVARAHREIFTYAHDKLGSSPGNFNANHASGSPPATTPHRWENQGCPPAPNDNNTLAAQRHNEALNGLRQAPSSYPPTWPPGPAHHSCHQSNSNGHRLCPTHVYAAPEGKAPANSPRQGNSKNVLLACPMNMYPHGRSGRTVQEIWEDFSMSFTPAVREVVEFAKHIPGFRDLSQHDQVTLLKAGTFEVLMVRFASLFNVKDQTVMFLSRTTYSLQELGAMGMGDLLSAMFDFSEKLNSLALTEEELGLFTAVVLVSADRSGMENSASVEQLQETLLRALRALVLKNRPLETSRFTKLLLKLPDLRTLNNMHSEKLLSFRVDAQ
TCR CD3 inh = human TCR-CD3 binding inhibition; TAMRA-labeled TCR probe fluorescence, biochemical; inhibition, % at 9.4 µM; 360,000 tested, 0.37% active; in the data active means inhibition above about 19%;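 further: recombinant mutant TCR 2C K166C tagged with TAMRA read by polarization; 0% = receptor in buffer alone and 100% = receptor with positive control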
PRMT1 inh = PRMT1 (human) inhibition, primary screen; Q99873; recombinant PRMT1, activity-based probe fluorescence polarization; inhibition, % at 2.79 µM; 370,000 tested, 1.3% active;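 active means inhibition above about 21% made by adding two undisclosed values, limit read from the data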
rCAG binder = r(CAG) repeat RNA binding; TO-PRO-1 dye displacement fluorescence; inhibition, % at 3 µM; 370,000 tested, 1.3% active;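 active means inhibition above the plate cutoff, the mean of all test compounds on that plate plus 3 SD, cut at about 35% in these data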;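 further: 0% = DMSO alone and 100% = 100 µM mitoxantrone as full dye displacement; higher means more dye released from RNA so lower well fluorescence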
mABHD4 FP = ABHD4 (mouse) inhibition, primary FP screen; purified mABHD4, FP-Rh probe fluorescence polarization; AID 720543; inhibition, % at 8.92 µM; Q8VD66; 370,000 tested, 0.54% active;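 active means inhibition exceeding the mean over every tested compound plus 3 SD, cut at about 30% in these data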;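 further: 0% = plate median of compound wells and 100% = S159A mutant with DMSO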
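Assay system: Wild-type mouse ABHD4 protein | Medium: HEPES pH 7.0 buffer, 150 mM NaCl, 0.01% Pluronic F-127 | Incubation: Enzyme–compound pre-incubation 45 min, then probe 60 min, both 25 °C | Technique: Fluorescence polarization with parallel and perpendicular emission, 525/598 nm | Evaluation: % inhibition of FP-Rh probe binding versus controls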
PG9 Ab binder = binds the HIV-1 gp120 antibody PG9 | TR-FRET gp120-PG9 antibody binding | inhibition, % at 6.7 µM | 360,000 tested, 0.43% active | AID 624416; in the data active means inhibition above about 8.5%
LEDGF integ inh = blocks HIV-1 LEDGF/p75-dependent DNA integration. inhibition, % at 3.7 µM. 370,000 tested, 0.64% active. TR-FRET IN-LEDGF/p75 DNA integration, Eu/Cy5. AID 743269;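 active means inhibition above the screen-wide mean plus 3 SD, cut at about 13% in these data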;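 further: signal is the Cy5 over europium emission ratio at 671 and 618 nm; 0% = plate median of compound wells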
HTRA1 inh = inhibitors of human serine peptidase HTRA1 | Q92743 | recombinant HTRA1, FP-rhodamine activity-based probe, fluorescence polarization | inhibition, % at 5.96 µM | 340,000 tested, 0.5% active; in the data active means inhibition above about 36%;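 further: 0% = enzyme with DMSO and 100% = wells lacking enzyme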
MBD2 inh = blocks human MBD2 binding to methylated DNA; Q9UBB5; TR-FRET, MBD2 binding to methylated oligonucleotide; inhibition, % at 4.4 µM; 370,000 tested, 0.31% active; in the data active means inhibition above about 13%
The depositor's hits bear a star; · = no result given.

mol,UHRF1 MBD2 ctr,NR1D1 modulator,TCR CD3 inh,PRMT1 inh,rCAG binder,mABHD4 FP,PG9 Ab binder,LEDGF integ inh,HTRA1 inh,MBD2 inh
N#Cc1cccc(NC(=O)c2ccccc2C(=O)O)c1,2,-8,3,2,2,7,-3.2,-2,-2,-5
CC(=O)N1c2cc3ccccc3cc2N(C(C)=O)c2cc3ccccc3cc21,6,-4,-6,4,4,-7,1.6,0,-7,4
Cc1ccc2c(c1)CCCN2C(=O)c1ccc2c(c1)OCO2,0,1,5,-1,-3,2,0.1,0,-2,-4
C#CCNC(=O)C1=C[C@H](c2ccccc2)[C@@H](CCCO)[C@H](OCC)O1,1,4,1,1,-2,-7,-1.3,1,-2,3
CCCN1C(=O)/C(=C/c2nc3ccccc3c(=O)[nH]2)c2ccccc21,0,9,-1,1,6,1,-1.3,-3,-2,-5
NC(COCc1ccccc1)c1csc(Nc2nncc3ccccc23)n1 (stereo not given),-4,-1,-16,10,11,-1,1.1,4,·,6
Clc1ccc(-n2ncc3c(N4CCCC4)ncnc32)cc1,-2,-2,2,2,5,-6,-1.4,2,2,0
CC1(C(=O)NS(=O)(=O)c2cccc(OC(F)F)c2)CCN1C(=O)CC1CCCC1 (stereo not given),2,2,-4,3,6,10,-0.2,-3,·,-1
Cc1cc(C)c(NS(=O)(=O)c2ccc(NC(=O)c3cccs3)cc2)c(C)c1,-1,2,11,-2,5,-14,-2.9,3,-32,-1
Cc1ncccc1C(=O)N1CCCC(CNC(=O)c2ccc(-c3ccccc3)cc2)C1 (stereo not given),0,-4,5,-1,-4,-1,-0.5,-3,1,-2
CC1CCN(S(=O)(=O)c2ccccc2[N+](=O)[O-])CC1,-1,-8,0,-3,-1,5,1.0,2,0,-1
CCCCNC(=O)C[C@@H]1C[C@@]2(C(=O)OC)CC(C)(C)CC=C2N(Cc2ccccc2)C1=O,-2,1,9,-3,0,1,0.2,4,·,3
COc1ccc(CNS(=O)(=O)c2cc3c4c(c2)C(C)C(=O)N4CCC3)cc1 (stereo not given),-5,-4,-3,0,3,5,-0.2,1,1,0
CC(C)(C)C(=O)[C@@H]1[C@@H]2C(=O)N(C3CCCCC3)C(=O)[C@@H]2[C@H]2c3ccccc3C=CN12,-11,2,4,0,9,9,-0.5,-5,-7,-7
O=C(Nc1cc(Cl)cc(Cl)c1)c1cccc(OC(F)F)c1,-4,-2,-3,1,10,-61,0.3,-2,-42,-2
CCCCN1CC(COCc2ccccc2)Oc2cccc(Oc3ccc(C(C)C)cc3)c2S1(=O)=O (stereo not given),1,-5,1,1,4,-5,0.0,-1,-5,-2
Cc1ccc(Nc2c(F)c(F)c(F)c(F)c2C(=O)O)c(C)c1,0,-1,-1,-1,13,3,-1.5,-1,1,-1
Nc1nc2c(s1)CCCCCCCCCC2,-2,3,-4,0,-5,4,-2.3,-3,·,1
O=S(=O)(c1ccc(F)c(F)c1)N1CCCc2ccccc21,3,2,3,0,-3,2,-2.5,1,9,-4
CCOC(=O)C1CCN(S(=O)(=O)c2ccc3c4c(cccc24)C(=O)N3CC)CC1,4,2,-3,-5,4,4,2.7,-2,4,-2
CN1CCN(C(=O)c2ccccc2NC(=O)C(C)(C)C)CC1,-2,0,5,-2,-4,3,1.3,0,-3,3
CSc1ccccc1C(=O)NCc1ccccc1C,22*,-3,-4,4,-4,1,-0.2,-5,1,4
C=CCNC(=O)/C(C#N)=C/c1ccc2c(c1)OCCO2,-3,8,7,-11,-3,2,-1.7,5,-2,-1
NC(=O)CSc1nnc(-c2ccc(O)cc2)n1Cc1ccco1,-2,2,8,2,0,-2,-0.5,1,4,2
O=S(=O)(c1ccc(Oc2ccc(Cl)cc2)nc1)N1CCOCC1,0,3,6,4,-3,3,-2.1,3,5,0
COc1cc(C=O)ccc1Oc1nnnn1-c1ccc(C(N)=O)cc1,1,6,0,0,4,-2,0.4,0,-1,3
O=C(CSc1nc2ccccc2n1CC(=O)N1CCCC1)Nc1nccs1,0,-3,-6,0,-3,4,-0.8,-5,3,4
Cc1cc(C)c2oc(C(=O)N3CCN(C)CC3)cc(=O)c2c1,-1,1,-6,-3,-6,-1,0.8,-3,12,2
O=[N+]([O-])c1cc(C(F)(F)F)cc([N+](=O)[O-])c1Sc1n[nH]c(C(F)(F)F)n1,2,2,-6,20,4,-14,1.4,-3,-1,3
COc1ccc2c(c1)c(/C=C/c1cc[n+](C)cc1)cn2C,-108,100*,-4,-18,-168,-9,-22,-1,-6,-36
COc1cccc(/C=N/NC(=O)c2ccc(N3CCCC3=O)cc2)c1,2,1,-8,3,3,6,-1.9,0,-8,2
COc1ccccc1-c1cc2nc(NCc3cccc(Cl)c3)ccn2n1,0,-5,5,0,4,-27,1.1,5,·,0
Cc1c(Nc2ncccc2C(=O)O)cccc1C(F)(F)F,-1,-6,-6,-3,7,-5,-0.3,6,-5,-6
CCCCOC(=O)Nc1cc(C)c(Cl)cc1OC,4,-1,4,2,-1,-7,-1.3,-5,-4,-1
CCOC(=O)Cc1cnc(NC(=O)CSc2nc(C)c(CC)c(=O)[nH]2)s1,1,-5,2,0,3,0,-0.8,2,-3,0
CCOC(=O)c1c(-c2cccc(N)c2)cn2ccccc12,-2,-3,5,-2,-1,2,-2.1,-2,-4,1
CCOc1ccccc1NC(=O)CSc1nnnn1Cc1ccccc1,-2,-1,5,-6,-6,-7,-0.2,1,0,-4
Cc1ccc(NC(=S)N2CCN(c3ccccc3F)CC2)c(C)c1,24*,0,2,-2,-2,4,-0.1,-1,-8,3
Cc1ccc(NC(=O)c2ccccc2F)c(NC(=O)c2ccccc2F)c1,-2,0,2,1,-3,1,-1.9,-2,-3,0
COc1ccc(Nc2nc(NC(C)(C)C)nc(N3CCOCC3)n2)c(OC)c1,-2,5,4,-1,-7,6,-1.0,4,-4,2
COc1ccc(S(=O)(=O)N2CCN=C2SCc2cccc(C)c2)cc1,-2,11,5,-1,-1,-11,-0.8,-1,-25,-4
COc1ccccc1-n1cnnc1SCC(=O)Nc1ncc(Cl)cc1Cl,2,0,-9,4,-3,0,1.1,5,0,-3
CCCCCCCCN1C(=O)[C@@H](CC(=O)N2CCN(C(=O)OCC)CC2)C[C@@]2(C(=O)OC)C1=C[C@H](COCc1ccccc1)O[C@@H]2C,0,-1,·,-4,6,4,·,-2,·,-2
COc1ccc(NC(=O)c2nc[nH]c2C(=O)N2CCN(c3ccccc3)CC2)cc1,2,1,0,-1,-1,-3,0.0,-2,-3,-4
Clc1ccccc1-c1nnc(CNC2CC2)o1,-1,3,-4,2,2,-2,-2.5,-4,2,-1
COc1ccccc1Nc1c2ccccc2nc2ccccc12,-8,0,-6,4,3,-4,-2.7,1,3,-6
COc1ccc(N2C(=O)CC(NNc3ncc(Cl)cc3Cl)C2=O)cc1 (stereo not given),-4,0,-1,0,16,20,-2.5,-1,15,-4
CCOC(=O)c1cc(CO)cc(C(=O)OCC)c1,14,9,-9,4,-3,-2,2.0,-4,0,6
COc1ccc(C2(c3ccc(OC)cc3)NC(=O)N(CC(=O)Nc3ccccc3C(F)(F)F)C2=O)cc1,5,3,-1,-2,-2,-16,0.8,-3,-25,3
CC(=O)NC(c1ccccc1)c1nc(-c2ccc3ccccc3c2)cs1 (stereo not given),-1,-3,3,-6,4,-37,0.2,4,·,-4

(continued)
mol,UHRF1 MBD2 ctr,NR1D1 modulator,TCR CD3 inh,PRMT1 inh,rCAG binder,mABHD4 FP,PG9 Ab binder,LEDGF integ inh,HTRA1 inh,MBD2 inh
COc1cc2c(cc1OC)C(c1cc3ccc(C)cc3[nH]c1=O)N(C(=O)c1ccco1)CC2 (stereo not given),0,-1,0,0,8,4,-3.8,6,-14,-4
O=C(Nc1cccc([N+](=O)[O-])c1)c1cc(S(=O)(=O)N2CCOCC2)cs1,3,-2,0,1,7,4,0.2,-2,1,6
CSc1ccc(CN2CCC(C)(Oc3ccc(C(C)=O)cc3)C2)cc1 (stereo not given),0,-3,6,-2,0,0,-1.7,-3,·,-3
CN(C)C(=O)c1ccc(NC(=O)COc2ccc([N+](=O)[O-])cc2)cc1,0,-9,1,-3,-3,-1,-0.3,2,-5,-2
COc1ccnc(NCc2ccc(Cl)cc2)c1C#N,2,3,0,3,-1,4,0.5,0,-5,-3
Cc1ccc2[nH]c(=O)c(CNS(=O)(=O)c3ccccc3)c(-c3ccccc3)c2c1,2,1,7,-1,1,-13,-0.7,-2,-21,4
CC(NC(=O)CN1C(=O)COc2ccccc21)c1ccccc1 (stereo not given),3,2,-4,-2,-3,7,0.1,-5,-2,4
O=C(Nc1ccc(N2CCN(C(=O)c3ccccc3)CC2)cc1)c1ccc(Br)o1,1,-1,2,0,7,4,-0.7,1,2,1
CCOc1ccc(CNC(=O)CCCC(=O)n2ncc3cc(C)ccc32)cc1,1,-5,-8,-2,-1,6,1.7,-3,-3,6
Fc1ccc(-c2noc(-c3ccc4c(c3)CCO4)n2)cc1,4,2,-1,4,-4,-12,1.8,1,·,0
CCc1nc(SCC(=O)Nc2ccc(C(=O)O)cc2)n[nH]1,0,-3,-11,9,-1,8,-3.0,-1,4,0
COc1nccnc1NS(=O)(=O)c1ccc(NC(=O)c2ccc(F)cc2)cc1,-1,-2,3,-2,3,3,-3.7,-2,-4,-1

These rows are one share of the data, so the mix of outcomes need not match the whole.
